Source: PubChem BioAssay (The Scripps Research Institute Molecular Screening Center)
FBW7 activator: activators of human E3 ligase FBW7; hit rate 0.13% among 650,000; AlphaScreen FBW7–phospho-cyclin E peptide binding, activator screen; normalized activity (activation), % at 26.1 µM; in the data active = normalized activity above about 1.9%;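 also: purified mutant Fbw7 with reduced substrate affinity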
MITF inh: inhibitors of human MITF; AlphaScreen MITF homodimerization, bead proximity signal; inhibition, % at 2.6 µM; hit rate 0.91% among 650,000; AID 1259374; in the data active = inhibition above about 50%;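 also: 0% = vehicle wells with protein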
Target sequence (O75030 whole entry, looked up): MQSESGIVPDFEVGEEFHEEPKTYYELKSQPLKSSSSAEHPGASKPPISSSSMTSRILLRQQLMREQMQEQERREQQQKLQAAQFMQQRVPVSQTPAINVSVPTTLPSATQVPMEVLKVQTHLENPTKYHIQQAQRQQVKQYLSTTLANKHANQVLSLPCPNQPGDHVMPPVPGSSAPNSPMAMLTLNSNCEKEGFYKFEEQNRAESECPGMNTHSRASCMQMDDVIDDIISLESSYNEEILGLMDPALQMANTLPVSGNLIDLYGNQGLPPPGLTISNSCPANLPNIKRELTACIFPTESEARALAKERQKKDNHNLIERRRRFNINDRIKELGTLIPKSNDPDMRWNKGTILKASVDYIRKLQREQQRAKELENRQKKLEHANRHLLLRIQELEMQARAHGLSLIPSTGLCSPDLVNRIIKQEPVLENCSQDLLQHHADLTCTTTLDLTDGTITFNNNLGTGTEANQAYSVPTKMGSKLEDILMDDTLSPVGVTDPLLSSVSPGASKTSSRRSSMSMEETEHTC
GPR151 activ: activates the human receptor GPR151; AID 1508602; hit rate 1% among 650,000; PathHunter beta-arrestin GPR151 cells, luminescence; activation, % at 11.2 µM; Q8TDV0; in the data active = activation above about 4.9%;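 also: 0% = median of compound wells and 100% = cells with positive control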
Target sequence (Q8TDV0 whole entry, looked up): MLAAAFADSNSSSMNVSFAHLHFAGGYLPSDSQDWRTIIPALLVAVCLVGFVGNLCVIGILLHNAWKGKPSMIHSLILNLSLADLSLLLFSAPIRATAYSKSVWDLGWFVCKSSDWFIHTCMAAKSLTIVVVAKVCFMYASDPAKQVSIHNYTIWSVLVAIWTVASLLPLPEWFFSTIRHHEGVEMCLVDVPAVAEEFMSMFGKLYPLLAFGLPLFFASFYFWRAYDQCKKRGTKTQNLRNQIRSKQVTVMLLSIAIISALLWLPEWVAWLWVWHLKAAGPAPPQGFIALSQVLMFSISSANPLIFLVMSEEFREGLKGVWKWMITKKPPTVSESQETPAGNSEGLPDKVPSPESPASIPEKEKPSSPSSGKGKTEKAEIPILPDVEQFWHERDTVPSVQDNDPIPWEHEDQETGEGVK
TEAD-YAP inh: TEAD-YAP interaction inhibition. inhibition, % at 9.12 µM. hit rate 1.4% among 640,000. HEK-TIYL cells, TEAD-Gal4/YAP UAS-luciferase luminescence; in the data active = inhibition above about 32%;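 also: 0% = median of test compound wells and 100% = reference inhibitor wells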
The depositor's hits bear a star.

(1) O=C(Nc1ccc(-c2cn[nH]c2)cc1)C1COc2ccc(Cl)cc2C1 (configuration not stated)
(2) CC(=O)NCCc1c[nH]c2ccc(O)cc12
(3) CCc1ccccc1NC(=O)c1cc(S(=O)(=O)N2CCCCC2CC)ccc1F (configuration not stated)
(4) COc1ccccc1-c1nnc2sc(/C=C/c3ccccc3)nn12
(5) O=C(Nc1ccccc1Br)c1ccc([N+](=O)[O-])o1
(6) COc1ccc(Cn2c(O)c(/C=N/NC(=O)c3cccnc3)c3ccccc3c2=O)cc1
(7) CN(C)S(=O)(=O)c1ccc(C(=O)Nc2cccc(C(=O)O)c2)cc1
(8) O=C(CSc1nnc(-c2ccccc2O)n1-c1ccccc1)N1CCOCC1
screen / no.	1	2	3	4	5	6	7	8
FBW7 activator	0.1	0.1	0.0	-0.1	-0.2	-0.4	-0.1	-0.1
MITF inh	-3	0	3	2	5	0	-12	-4
GPR151 activ	0.5	0.4	3.3	1.8	-1.2	0.3	-1.7	4.4
TEAD-YAP inh	-8	-1	-3	26	-3	6	1	8

(9) CCN(CC)c1ccc2cc(/C(C)=N\NC(N)=S)c(=O)oc2c1
(10) COc1ccc(N(CC(=O)NC(C)(C)C)S(=O)(=O)c2ccccc2)cc1Cl
(11) COc1c(O)cc(O)cc1O
(12) C=CCNC(=O)[C@@H]1C=CCN1C(=O)c1ccc(F)cc1
(13) CSCc1c(C(=O)OCC(=O)N2CCc3ccccc32)oc2ccccc12
(14) COCCN(C(=O)CC1C(=O)NCCN1Cc1cccc(Oc2ccccc2)c1)C(C)C (configuration not stated)
(15) C=CCOc1ccccc1CN1CCCCC1C (configuration not stated)
(16) CCCCCOc1ccc(NC(=O)c2ccc(-c3ccc(CCCCC)cn3)cc2)cc1
screen / no.	9	10	11	12	13	14	15	16
FBW7 activator	-0.3	0.1	0.3	0.0	0.3	0.0	-0.3	0.4
MITF inh	-4	1	72*	22	1	-8	-11	13
GPR151 activ	0.2	1.3	-2.2	-0.1	1.9	-0.4	-1.0	-1.0
TEAD-YAP inh	-3	-1	-14	-2	7	3	-1	-21

(17) O=C(Cn1ncc(Cl)c(Cl)c1=O)NC1CCS(=O)(=O)C1 (configuration not stated)
(18) NC(=O)c1c(NC(=O)C2CCCCC2)sc2c1CCCCC2
(19) O=C(Nc1cnc2cnc(-c3cccc(Cl)c3Cl)cn12)c1cccs1
(20) O=C(c1cccnc1)N1CCN(Cc2ccccc2C(F)(F)F)CC1
(21) N#Cc1ccsc1NC(=O)COC(=O)CNC(=O)c1cc(Cl)cc([N+](=O)[O-])c1
(22) COc1cc(S(=O)(=O)N2CCN(CCO)CC2)ccc1NC(C)=O
(23) CCCC(CCC)C(=O)Nc1ccc2c(c1)N(C(=O)CN(CC)CC)c1ccccc1CC2
(24) O=C(COc1cccnc1[N+](=O)[O-])Nc1ccc(F)cc1
screen / no.	17	18	19	20	21	22	23	24
FBW7 activator	-0.1	-0.1	-0.1	-0.1	0.2	-0.1	0.0	-0.2
MITF inh	14	-4	-20	53*	6	7	-8	-2
GPR151 activ	-0.9	0.5	1.6	3.4	1.1	0.6	0.5	-0.9
TEAD-YAP inh	0	-59	10	-1	-15	2	11	-34

(25) Cc1cccc(C)c1NC(=O)CN1c2cccc3cccc(c23)S1(=O)=O
(26) O=C1C2C3C=CC(C3)C2C(=O)N1c1ccc(NCc2cccc(Cl)c2)c([N+](=O)[O-])c1 (configuration not stated)
(27) Cc1ccc(-c2nnc3c4ccccc4c(C)nn23)cc1S(=O)(=O)NCCO
(28) COC(=O)c1cccc(NC(=O)CSc2nc(O)c(-c3ccccc3)c(=O)[nH]2)c1
(29) CCN(CC)C(=O)c1nn(-c2ccc(OC)cc2)c(=O)c2c1c1ccccc1n2C
(30) CCOC(=O)c1sc(NC(=O)CSc2nnc(CNC(=O)c3ccco3)n2-c2cccc(Cl)c2)c(C(=O)OCC)c1C
(31) CCOC(=O)C1CCN(Cc2nc(-c3cccc(Br)c3)oc2C)CC1
(32) COc1cccc(NC(=O)C23CC4CC(C2)CC(n2nnc(C)n2)(C4)C3)c1
screen / no.	25	26	27	28	29	30	31	32
FBW7 activator	-0.1	0.3	0.2	-0.2	-0.2	0.0	0.0	0.2
MITF inh	-7	12	21	-8	-2	1	12	6
GPR151 activ	0.2	-0.2	-1.6	0.0	1.1	0.5	-1.2	0.1
TEAD-YAP inh	4	7	9	6	4	-8	1	3

(33) COc1cccc(CN2CCC(C(=O)N(CCO)Cc3ccccc3)CC2)c1OC
(34) CC(=O)Nc1ccc(NC(=S)NC(=O)/C=C/c2ccccc2)cc1
(35) COc1ccc(C(=O)COC(=O)/C=C/c2ccc(F)cc2)c(OC)c1
(36) O=C(Nc1cccc(F)c1)c1ccc(CNc2c(N3CCCC3)c(=O)c2=O)cc1
(37) Cc1cc2c(cc1C)N(C(=O)COc1nc3ccccc3s1)C(C)(C)c1ssc(=S)c1-2
(38) O=C(Nc1ccc(Br)cc1Cl)Nn1cnnc1
(39) CN(C)CCCNCc1ccccc1F
(40) CC(C)(C)NC(=O)CSc1nccn1Cc1ccco1
screen / no.	33	34	35	36	37	38	39	40
FBW7 activator	-0.1	-0.1	0.1	0.0	-0.2	0.0	-0.3	-0.2
MITF inh	23	-15	12	-5	27	6	0	4
GPR151 activ	-0.3	1.3	0.3	-1.4	0.7	0.0	0.2	-1.1
TEAD-YAP inh	-3	3	-3	-2	-8	4	0	0

3 entries from above in another layout.
| No. | canonical_smiles | FBW7 activator | MITF inh | GPR151 activ | TEAD-YAP inh |
| --- | --- | --- | --- | --- | --- |
| 6 | COc1ccc(Cn2c(O)c(/C=N/NC(=O)c3cccnc3)c3ccccc3c2=O)cc1 | -0.4 | 0 | 0.3 | 6 |
| 7 | CN(C)S(=O)(=O)c1ccc(C(=O)Nc2cccc(C(=O)O)c2)cc1 | -0.1 | -12 | -1.7 | 1 |
| 8 | O=C(CSc1nnc(-c2ccccc2O)n1-c1ccccc1)N1CCOCC1 | -0.1 | -4 | 4.4 | 8 |

(listing goes on)
(41) COCCNC(C)C(=O)Nc1ccc2c(c1)CCC2 (configuration not stated)
(42) CCOC(=O)c1ccc(S(=O)(=O)NC2CCCCCCC2)cc1
(43) Cc1ccc(S(=O)(=O)O/N=C2/CCOc3ccccc32)cc1
(44) OCCC1CN(Cc2cc3ccccc3[nH]2)CCN1C1CCCC1 (configuration not stated)
(45) CCOc1ccccc1NC(=O)c1c(NCc2ccc(OC)cc2)sc2c1CCC2
(46) COc1ccc(OC)c(CN2CCCC(C(=O)N3CCCCCC3)C2)c1 (configuration not stated)
(47) Cc1ccc(-c2n[nH]c(=S)n2C)cc1
(48) CN(C)CCCNS(=O)(=O)c1ccc2c(c1)C(=O)c1cc(S(=O)(=O)NCCCN(C)C)ccc1-2
screen / no.	41	42	43	44	45	46	47	48
FBW7 activator	-0.1	0.2	0.1	0.1	0.1	-0.1	-0.1	-0.2
MITF inh	7	1	9	-3	-8	93*	-12	1
GPR151 activ	0.0	1.8	0.0	-1.5	1.6	-0.3	-0.5	-1.0
TEAD-YAP inh	-4	16	-1	-2	-1	8	0	6

(49) CN1CCN(C(=O)c2ccc(-c3nc4ncnc(NC5CC5)c4[nH]3)cc2)CC1
(50) Cc1ccc(C(=O)Nc2sc3c(c2C(=O)N2CCOCC2)CCC(C(C)(C)C)C3)cc1 (configuration not stated)
(51) COc1cc2c(cc1NC(=O)COC(=O)C1CCC(=O)N1)oc1ccccc12 (configuration not stated)
(52) CC(=O)NC(=S)Nc1ccccc1N1CCCCC1
(53) O=C(CSc1nnc(CNC(=O)c2ccc(F)cc2)o1)Nc1ccc2c(c1)OCCO2
(54) CCCOc1ccc(NC(=O)C(=O)NCCCn2ccnc2)cc1
(55) Cc1ccc(NC(=O)NNc2nc(Nc3ccccc3)nc(N3CCCCC3)n2)cc1
(56) Cc1ccc2nc(C)c(NC(=O)c3ccc(C)c(C)c3)c(=O)n2c1
screen / no.	49	50	51	52	53	54	55	56
FBW7 activator	-0.2	-0.1	0.2	-0.2	0.2	0.1	-0.1	-0.1
MITF inh	9	4	1	-15	10	3	-3	-16
GPR151 activ	0.0	-0.9	0.4	-1.0	-0.5	0.3	0.4	1.3
TEAD-YAP inh	2	0	-33	4	13	22	-2	-2

Reprinted at random: five compounds from above.
(52) CC(=O)NC(=S)Nc1ccccc1N1CCCCC1
(50) Cc1ccc(C(=O)Nc2sc3c(c2C(=O)N2CCOCC2)CCC(C(C)(C)C)C3)cc1 (configuration not stated)
(51) COc1cc2c(cc1NC(=O)COC(=O)C1CCC(=O)N1)oc1ccccc12 (configuration not stated)
(49) CN1CCN(C(=O)c2ccc(-c3nc4ncnc(NC5CC5)c4[nH]3)cc2)CC1
(54) CCCOc1ccc(NC(=O)C(=O)NCCCn2ccnc2)cc1
screen / no.	52	50	51	49	54
FBW7 activator	-0.2	-0.1	0.2	-0.2	0.1
MITF inh	-15	4	1	9	3
GPR151 activ	-1.0	-0.9	0.4	0.0	0.3
TEAD-YAP inh	4	0	-33	2	22

More records follow.
Each structure is followed by: FBW7 activator	MITF inh	GPR151 activ	TEAD-YAP inh
57. CCC(=O)N=C1SC2CS(=O)(=O)CC2N1c1ccc(N(CC)CC)cc1 (configuration not stated)
→ 0.1	4	1.5	9
58. CSCC[C@@H](C(=O)NC1CCCCC1)N1Cc2ccccc2C1=O
→ 0.1	6	1.7	7
59. Cc1noc(NS(=O)(=O)c2ccc(NC(=O)C(C)(C)C)cc2)c1C
→ 0.2	17	0.5	4
60. O=C(c1nn2c(c1Cl)NC(c1cccs1)CC2C(F)(F)F)N1CCCC1 (configuration not stated)
→ 0.0	-10	-0.7	21
61. COc1ccc(NC(=O)CSc2nc(-c3ccccc3)cc(=O)[nH]2)c([N+](=O)[O-])c1
→ -0.1	7	0.0	19
62. CCOc1ccc(C(=O)/C=C\C(=O)Nc2ccc(F)cc2)cc1
→ 0.2	1	-2.6	9
63. Clc1c(Br)ccc2cnc(Nc3ccc(-n4cnc(N5CCOCC5)n4)cc3)nc12
→ 1.0	2	0.0	-10
64. COc1ccc(N=C2C(=O)Nc3ccccc32)cc1OC
→ -0.7	-7	1.8	3
65. CCOC(=O)c1c(NC(=O)c2ccc(O)cc2)sc(C)c1C
→ -0.3	-6	3.6	-5
66. O=C(NCc1ccccc1)C1CC12CCN(C(=O)c1ccc3c(c1)no[n+]3[O-])CC2 (configuration not stated)
→ -0.1	-2	-0.2	9
67. Cc1ccc(S(=O)(=O)CCC(=O)NCC(=O)O)cc1C
→ -0.1	2	0.0	-2
68. CCSc1ncc(Cl)c(C(=O)Nc2ccc(S(=O)(=O)N3CCCCC3)cc2)n1
→ 0.0	11	-1.4	4
69. CC(=O)Nc1ccc(NC(=O)CSc2nc(C3CC3)nc3sc(C)c(C)c23)cc1
→ -0.1	-6	-1.4	0
70. COc1ccc(C2=NOC(C(=O)N(C)C3CCCCC3)C2)cc1 (configuration not stated)
→ -0.3	-5	-0.5	-7
71. c1ccc2cc(OCCOCCN3CCOCC3)ccc2c1
→ 0.1	13	-0.2	-37
72. Cc1cccc(NC(=O)CCn2c(=O)oc3ccccc32)c1C
→ 0.1	13	-0.3	3
73. CC(C)C(=O)Nc1ccc(C(=O)NNC(=O)COc2ccc(-c3ccccc3)cc2)cc1
→ 0.3	15	2.9	-3
74. O=C(NCC1Cc2cccc(-c3ccncc3)c2O1)c1ccc2c(c1)OCO2 (configuration not stated)
→ -0.1	3	-0.6	-6
75. O=c1/c(=C/c2ccc(OCc3ccccc3)cc2)sc2nc(-c3ccc(Cl)cc3)nn12
→ 0.0	1	0.6	-19
76. CC(C)CCn1c(=O)c2cccnc2n(Cc2ccccc2F)c1=O
→ 0.1	-4	0.1	-6
77. O=C(Nc1cccc2ccccc12)c1ccc(N2C(=O)c3ccccc3C2=O)cc1
→ -0.1	16	0.7	-5
78. CC1(CCc2ccccc2)NC(=O)N(CC(=O)NCC(F)(F)F)C1=O (configuration not stated)
→ 0.0	-9	-0.6	-9
79. CC(=O)N(C)c1ccc(NC(=O)c2ccc(C(=O)Nc3ccc(N(C)C(C)=O)cc3)cc2)cc1
→ 0.0	2	0.3	6
80. COc1ccc(C(=O)Oc2ccc(/C=N/NC(=O)c3cccc(O)c3)cc2[N+](=O)[O-])cc1
→ -0.1	-10	-2.9	-2
